Bioassay records from PubChem.
KB-3-1 tox: KB-3-1 parental cell cytotoxicity. KB-3-1 viability, CellTiter-Glo ATP luminescence, 72 h. Potency, µM (series often up to 46.1 µM), for inactives: top-dose activity change, negative = cytotoxic, usual class: cytotoxic. hit rate 1.4% among 400,000. AID 1347075; also: % is scaled to controls: 0 for no effect and ±100 for the full control effect; nearly all actives have a fitted effect of over 60% in size
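Cells are dispensed, compounds pinned in, plates held at 37 °C for 72 h, then CellTiter-Glo is added and luminescence read after 10 minutes. Cell line: parental KB-3-1 in phenol-red-free DMEM, 10% FBS.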
TDP43 rescue: TDP-43 toxicity inhibition in yeast; TDP-43 expressing yeast growth rescue, BacTiter-Glo, 24 h; Potency, µM (top dose mostly 46.1 µM), for the others: at the highest dose growth rescue (activation), actives largely listed as activators; hit rate 1.8% among 410,000; also: % of control where 0% means no effect; nearly all actives have a fitted effect of over 50% in size
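Luminescence from BacTiter-Glo reports growth of TDP-43-expressing yeast after 24 hr at 30 deg C with compound. Cells were raffinose-pregrown to mid-log, then seeded in galactose medium at OD600=0.02.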
KB-V1 MDR tox: kills drug-selected multidrug resistant KB-V1 cells. KB-V1 MDR cells viability, CellTiter-Glo, 72 h. AID 1347076. Potency, µM (doses to about 46.1 µM), inactives show top-dose activity change, negative = cytotoxicity, actives largely listed as cytotoxic. hit rate 3.4% among 400,000; also: % is scaled to controls: 0 for no effect and ±100 for the full control effect; nearly all actives have a fitted effect of over 60% in size
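KB-V1 MDR subline cells in DMEM (phenol-red free, 10% FBS) exposed to compounds in qHTS concentration series for 72 h at 37 degrees C. Viability read by CellTiter-Glo luminescence; concentration-effect curves fitted after normalization and correction.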
HT1080 IDH1KD tx: toxicity to HT-1080 IDH1 knockdown cells (counter line). HT-1080 IDH1 knockdown viability, ATP luminescence, 48 h. Potency, µM (doses to about 46.1 µM), inactives show at the highest dose activity, negative = toxicity, actives largely listed as cytotoxic. hit rate 2% among 360,000. AID 686971;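 also: 0% = DMSO wells and -100% = cell-free medium wells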
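Assay cells: HT-1080 with IDH1 knockdown, 750 per well, RPMI/5% FBS. Exposure: 48 h at 37 °C following 2 h pre-incubation. Read: CellTiter-Glo luminescence; fitted concentration-response, curve class assigned.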
GLP1R inv ag: acts as inverse agonist at human GLP-1 receptor; hit rate 1.6% among 410,000; AID 624417; HEK293 GLP-1R CRE-luciferase, luminescence, 24 h; GLP-1R form is constitutively active; Potency, µM (series often up to 38.3 µM), for inactives: at the top dose activity change, negative = inhibition, usual class: inhibitors; also: % is scaled to controls: 0 for no effect and ±100 for the full control effect; nearly all actives have a fitted effect of over 55% in size
Target sequence (P43220 whole entry, looked up): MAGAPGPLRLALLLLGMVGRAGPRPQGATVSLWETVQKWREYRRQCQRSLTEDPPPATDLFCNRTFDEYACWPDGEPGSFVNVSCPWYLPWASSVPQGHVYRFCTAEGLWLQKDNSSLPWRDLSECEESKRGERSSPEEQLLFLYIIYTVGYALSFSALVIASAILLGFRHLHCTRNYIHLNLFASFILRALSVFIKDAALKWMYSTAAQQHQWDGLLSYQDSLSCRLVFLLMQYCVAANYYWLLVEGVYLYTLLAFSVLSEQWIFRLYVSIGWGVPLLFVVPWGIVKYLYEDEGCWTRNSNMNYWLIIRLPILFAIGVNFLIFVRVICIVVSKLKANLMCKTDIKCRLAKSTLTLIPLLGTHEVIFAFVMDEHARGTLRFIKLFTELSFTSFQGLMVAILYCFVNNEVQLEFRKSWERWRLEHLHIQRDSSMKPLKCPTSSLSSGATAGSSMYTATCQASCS
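Assay principle: reduced luminescence from a cAMP-responsive reporter in HEK293 cells co-expressing a constitutively active GLP-1R. Conditions: 24 hr compound incubation, 37 deg C, 5% CO2.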
GLP1R ag: activates the human GLP-1 receptor | P43220 | HEK293 GLP-1R CRE-luciferase, luminescence, 4-6 h; cells express a hypersensitive GLP-1R form | Potency, µM (doses to about 45.6 µM), for inactives: top-dose activation, most hits filed as activators | hit rate 0.007% among 380,000 | AID 624172; also: % of control where 0% means no effect
GLP1R cytotox: cytotoxicity in counter-screen for GLP-1R inverse agonists. AID 624418. HEK293 cAMP-luciferase reporter cells, luminescence, 24 h. hit rate 0.13% among 410,000. Potency, µM (series often up to 38.3 µM), for inactives: top-dose activity change, negative = inhibition, hits mostly inhibitors;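 also: loss of luciferase light is scored as toxicity; % is scaled to controls: 0 for no effect and ±100 for the full control effect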
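MLSMR compounds, 24 hr on cells at 37 deg C/5% CO2; luminescence after luciferase reagent (12 min RT). Inhibition counted as the undesired cytotoxic outcome.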
SW480 rereplic: DNA re-replication induction in SW480 cells; SW480 DNA re-replication, Hoechst DNA content imaging, 48 h; Potency, µM (doses to about 46.1 µM), for the others: top-dose re-replication activation, most hits filed as activators; hit rate 1.8% among 340,000; also: % of control where 0% means no effect; nearly all actives have a fitted effect of over 55% in size
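Per well, 250 cells were exposed to pinned compound for 48 hr. Nuclear DNA was visualised with Hoechst (40 min, 37 C) and total object intensity recorded by fluorescence scanning.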
HT1080-NT tox: kills 2HG-producing HT-1080-NT fibrosarcoma cells; HT-1080-NT fibrosarcoma viability, CellTiter-Glo ATP luminescence, 48 h; Potency, µM (series often up to 46.1 µM), for the others: top-dose activity, negative = less viability, hits mostly cytotoxic; hit rate 1.6% among 360,000; AID 686970;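 also: NT is the 2HG producing partner of a matched IDH1 knockdown line; 0% = DMSO-treated cells and -100% = media-only wells without cells; nearly all actives have a fitted effect of over 55% in size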
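Viability by CellTiter-Glo luminescence after 48 h compound exposure at 37C of HT-1080-NT cells (750/well, RPMI, 5% FBS). % activity scaled between DMSO wells and medium-only wells, then curve-fitted and categorized by curve class.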
* marks the source's active call; other numbers are inactive results; & = joins results of further samples; [ ] = dose if it differs, or a comment. Calls follow the shape of the dose curve; as a rule, active = well fitted curve in the direction sought with a large enough effect; inconclusive = small, poorly fitted or top-dose-only effect, or another doubt; inactive = no such curve, though single readings can be large; an effect the other way counts as inactive or inconclusive. Potency is read from the fitted curve at half-maximal effect.

For Cc1nc(COc2ccccc2Cl)sc1-c1ccnc(N)n1 the results were KB-3-1 tox -3%, TDP43 rescue 11µM*, KB-V1 MDR tox -19%, HT1080 IDH1KD tx -25%, GLP1R inv ag 88%[activator], GLP1R ag inconclusive, GLP1R cytotox 12%, SW480 rereplic -2% and HT1080-NT tox -19%.
For CC1=NN(c2nc(-c3ccc(C)cc3)cs2)C(=O)C1N=Nc1ccccc1O (centres undefined) the results were KB-3-1 tox -33%, TDP43 rescue -8%, KB-V1 MDR tox -11%, HT1080 IDH1KD tx inconclusive, GLP1R inv ag -6%, GLP1R ag 5%, GLP1R cytotox inconclusive, SW480 rereplic 0.73µM* and HT1080-NT tox -27%.
For OCc1nc2ccccc2n1Cc1ccc(Cl)cc1 the results were KB-3-1 tox -2%, TDP43 rescue -29%, KB-V1 MDR tox 11%, HT1080 IDH1KD tx -9%, GLP1R inv ag inconclusive, GLP1R ag 2%, GLP1R cytotox 9%, SW480 rereplic 1% and HT1080-NT tox 0%.
For COCC1CCN(C(=O)c2cc(COc3cc(C)c(Cl)c(C)c3)on2)C1 (centres undefined) the results were KB-3-1 tox -3%, TDP43 rescue 16%, KB-V1 MDR tox -11%, HT1080 IDH1KD tx 4%, GLP1R inv ag -19%, GLP1R ag -5%, GLP1R cytotox -1%, SW480 rereplic -2% and HT1080-NT tox -1%.
Screening COC(=O)c1ccc(C(=O)OC)c(NC(=O)c2cnn3c(C(F)F)cc(-c4ccc(C)cc4)nc23)c1 returned KB-3-1 tox 5%, TDP43 rescue 14%, KB-V1 MDR tox 6%, GLP1R inv ag 9%, GLP1R ag 0% and GLP1R cytotox 1%.
For CC(=Cc1ccccc1)C=C1SC(=S)N(CCCC(=O)Nc2ccc(C(=O)O)c(O)c2)C1=O the results were KB-3-1 tox 0%, TDP43 rescue 20%, KB-V1 MDR tox 14%, HT1080 IDH1KD tx -25%, GLP1R cytotox -8% and HT1080-NT tox -25%.
For COc1ccc(C=NN=C2c3ccccc3-c3ccccc32)cc1O the results were KB-3-1 tox 2%, TDP43 rescue 18µM*, KB-V1 MDR tox inconclusive, HT1080 IDH1KD tx inconclusive, GLP1R inv ag inconclusive, GLP1R ag 7%, GLP1R cytotox -32%, SW480 rereplic -1% and HT1080-NT tox 0%.
Screening CC12CCC(C(=O)Nc3ccccc3Cl)(C(Br)C1=O)C2(C)C (centres undefined) returned KB-3-1 tox -13%, TDP43 rescue 28%, KB-V1 MDR tox 13µM*, HT1080 IDH1KD tx 20%, GLP1R inv ag inconclusive, GLP1R ag -1%, GLP1R cytotox -4%, SW480 rereplic 1% and HT1080-NT tox 6%.
CCOC(=O)c1ccccc1NC(=O)/C(C)=C/C(=O)O was read as KB-3-1 tox -1%, TDP43 rescue 28%, KB-V1 MDR tox inconclusive, HT1080 IDH1KD tx 11%, GLP1R inv ag 22%, GLP1R ag -1%, GLP1R cytotox 3%, SW480 rereplic 11% and HT1080-NT tox 0%.
`Fc1ccc(-c2csc(Nc3ccccn3)n2)c(F)c1` gave KB-3-1 tox 18µM*, TDP43 rescue inconclusive, KB-V1 MDR tox inconclusive, HT1080 IDH1KD tx inconclusive, GLP1R inv ag inconclusive, GLP1R ag 0%, GLP1R cytotox 3%, SW480 rereplic -1% and HT1080-NT tox inconclusive.
CCC(C)Sc1cc(-c2nc3cc(C)ccn3c2NC2CCCCC2)ccc1OC (centres undefined) was read as KB-3-1 tox inconclusive, TDP43 rescue 20%, KB-V1 MDR tox 21µM*, HT1080 IDH1KD tx inconclusive, GLP1R inv ag inconclusive, GLP1R ag -4%&0%, GLP1R cytotox 14%&-18%, SW480 rereplic inconclusive and HT1080-NT tox 21µM*.
For CSCCC(NC(=O)c1ccc(Cl)cc1)C(=O)OCC(=O)Nc1cc(Cl)ccc1C (centres undefined) the results were KB-3-1 tox 5%, TDP43 rescue 15%, KB-V1 MDR tox -1%, HT1080 IDH1KD tx 25%, GLP1R inv ag 19%, GLP1R ag 0%, GLP1R cytotox -6%, SW480 rereplic -3% and HT1080-NT tox 9%.
Cc1ccc(CN(CC(=O)NCc2ccccn2)S(=O)(=O)c2ccccc2)cc1 was read as KB-3-1 tox 5%, TDP43 rescue 12%, KB-V1 MDR tox 0%, HT1080 IDH1KD tx -1%, GLP1R inv ag -27%, GLP1R ag 6%, GLP1R cytotox -1%, SW480 rereplic -1% and HT1080-NT tox -2%.
C=CCn1c(SCC(=O)Nc2ccc(C(=O)O)cc2)nc2scc(-c3ccccc3)c2c1=O was read as KB-3-1 tox 0%, TDP43 rescue -24%, KB-V1 MDR tox -10%, HT1080 IDH1KD tx -12%, GLP1R inv ag 3%, GLP1R ag 0%, GLP1R cytotox 14%, SW480 rereplic -10% and HT1080-NT tox 3%.
Cc1nnc2c(NCCc3ccccc3)nc3ccccc3n12 was read as KB-3-1 tox -4%, TDP43 rescue 3%, KB-V1 MDR tox -8%, HT1080 IDH1KD tx 1%, GLP1R inv ag 134%[activator], GLP1R ag 3%, GLP1R cytotox 6%, SW480 rereplic 26% and HT1080-NT tox 5%.

In the list so far, 2 contain fluorine:
Screening COC(=O)c1ccc(C(=O)OC)c(NC(=O)c2cnn3c(C(F)F)cc(-c4ccc(C)cc4)nc23)c1 returned KB-3-1 tox 5%, TDP43 rescue 14%, KB-V1 MDR tox 6%, GLP1R inv ag 9%, GLP1R ag 0% and GLP1R cytotox 1%.
`Fc1ccc(-c2csc(Nc3ccccn3)n2)c(F)c1` gave KB-3-1 tox 18µM*, TDP43 rescue inconclusive, KB-V1 MDR tox inconclusive, HT1080 IDH1KD tx inconclusive, GLP1R inv ag inconclusive, GLP1R ag 0%, GLP1R cytotox 3%, SW480 rereplic -1% and HT1080-NT tox inconclusive.

Following part:
For C/C(=N\NC(=O)c1cccc(S(=O)(=O)N2CCOCC2)c1)c1ccc(OCC(=O)N(C)C)cc1 the results were KB-3-1 tox -2%, TDP43 rescue -16%, KB-V1 MDR tox 3%, HT1080 IDH1KD tx -13%, GLP1R inv ag 2%, GLP1R ag -10%, GLP1R cytotox 17%, SW480 rereplic -2% and HT1080-NT tox 5%.
O=C1Nc2ccc(F)cc2C12SCCS2 was read as KB-3-1 tox -17%, TDP43 rescue -6%, KB-V1 MDR tox 9%, HT1080 IDH1KD tx -23%, GLP1R inv ag -8%, GLP1R ag -7%, GLP1R cytotox -18%, SW480 rereplic -1% and HT1080-NT tox -9%.
Screening CCOc1ccc(-c2nc(SCC(=O)NC3CCCC3)c(-c3ccccc3)[nH]2)cc1OC returned KB-3-1 tox -20%, TDP43 rescue 24%, KB-V1 MDR tox -23%, GLP1R inv ag inconclusive and GLP1R cytotox -4%.
`CCCCCNC(=O)c1ccc2c(=O)n(CC3CCCO3)c(=O)[nH]c2c1` (centres undefined) gave KB-3-1 tox 17%, TDP43 rescue -1%, KB-V1 MDR tox 4%, HT1080 IDH1KD tx 1%, GLP1R inv ag inconclusive, GLP1R ag -7%, GLP1R cytotox 1%, SW480 rereplic -10% and HT1080-NT tox -1%.
Screening CCn1ccnc1C(O)c1ccccc1OC (centres undefined) returned KB-3-1 tox 18%&1%, TDP43 rescue -7%, KB-V1 MDR tox -10%&-2%, HT1080 IDH1KD tx 3%, GLP1R inv ag -2%, GLP1R ag -1%, GLP1R cytotox -7%, SW480 rereplic 18µM* and HT1080-NT tox -2%.
For COCC(C)NC(=O)c1cc2cccc([N+](=O)[O-])c2[nH]1 (centres undefined) the results were KB-3-1 tox -2%, TDP43 rescue 24%, KB-V1 MDR tox -6%, HT1080 IDH1KD tx -23%, GLP1R inv ag 11%, GLP1R ag 6%, GLP1R cytotox 5%, SW480 rereplic -5% and HT1080-NT tox -14%.
CCC12CC3CC(C1)CC(C(=O)O)(C3)C2 was read as KB-3-1 tox 0%, TDP43 rescue 14µM*, KB-V1 MDR tox 0%, HT1080 IDH1KD tx 7%, GLP1R inv ag 7%, GLP1R ag 0%, GLP1R cytotox 0%, SW480 rereplic -8% and HT1080-NT tox 3%.
Screening NNc1nc2c(-c3ccc(Cl)cc3)nnn2c2ccccc12 returned KB-3-1 tox -8%, TDP43 rescue inconclusive, KB-V1 MDR tox -12%, HT1080 IDH1KD tx -2%, GLP1R inv ag 5%, GLP1R ag -5%, GLP1R cytotox 113%[activator], SW480 rereplic 8.2µM* and HT1080-NT tox 2%.
For Cc1ccccc1NC(=S)Nc1ccccc1 the results were KB-3-1 tox 11%, TDP43 rescue 22%, KB-V1 MDR tox 0%, HT1080 IDH1KD tx 23%, GLP1R inv ag 9%, GLP1R ag -7%, GLP1R cytotox 18%, SW480 rereplic inconclusive and HT1080-NT tox 19%.
C[C@H](NC(=O)N1CCn2c1nc1ccccc12)C(=O)NCc1ccc2c(c1)OCO2 was read as KB-3-1 tox -2%, TDP43 rescue 16%, KB-V1 MDR tox -17%, HT1080 IDH1KD tx -4%, GLP1R inv ag -46%, GLP1R ag 0%, GLP1R cytotox 0%, SW480 rereplic -41% and HT1080-NT tox 8%.
`CC1(CN2CCCC2)CCC(NC(=O)C(c2ccccc2)c2ccccc2)C(C)(C)O1` (centres undefined) gave KB-3-1 tox -6%, TDP43 rescue 17%, KB-V1 MDR tox inconclusive, HT1080 IDH1KD tx -16%, GLP1R inv ag -27%, GLP1R ag 2%, GLP1R cytotox -3% and HT1080-NT tox -12%.
COc1ccccc1-c1cc2nc(C)c(CCC(=O)O)c(C)n2n1 was read as KB-3-1 tox -2%, TDP43 rescue 13%, KB-V1 MDR tox 10%, GLP1R inv ag 41%[activator], GLP1R ag -1% and GLP1R cytotox -1%.
Screening O=C1CC(C(=O)N(c2ccccc2)C(C(=O)NC2CCCC2)c2ccncc2)CS1 (centres undefined) returned KB-3-1 tox 1%, TDP43 rescue 7%, KB-V1 MDR tox inconclusive, HT1080 IDH1KD tx 2%, GLP1R inv ag -2%, GLP1R ag 9%, GLP1R cytotox 4%, SW480 rereplic 0% and HT1080-NT tox -4%.

Hits appear at their usual frequency, and some 9.4% of all compounds hit somewhere here.
